# From PubChem BioAssay
# phage Ecoli inh = growth loss of phage-infected E. coli, primary screen, RecBCD inhibitor project, absorbance, with phage, HTS. inhibition, % at 11.9 µM. 0.26% of 360,000 active; in the data active = inhibition above about 11%
# Tat transport = E. coli Tat export inhibitors, primary screen, MC4100, TorA-mCherry reporter, fluorescence, single point. inhibition, % at 10 µM. 0.036% of 340,000 active. AID 488895, 2010;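 active = mean replicate inhibition at least 50% and at least half of replicates individually reaching 50%; inconclusive = only one of the two criteria met; inactive = neither criterion met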;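 also: exported cargo escapes ClpAP degradation while cytoplasmic cargo is degraded and loses fluorescence; 0% = median of neutral control wells and 100% = median of NaSCN control wells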
# DAGLB inhibitor = DAGLB lipase inhibitors, primary screen, biochemical, fluorescence, HTS. HEK293T DAGLB membrane lysate, EnzChek fluorogenic substrate. AID 504411, 2011. 0.059% of 340,000 active. Diacylglycerol lipase-beta (Homo sapiens), Q8NCG7. inhibition, % at 5.17 µM; in the data active = inhibition above about 34%;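 also: 0% = enzyme with vehicle and 100% = wells lacking enzyme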
# Target sequence (Q8NCG7 whole entry, looked up): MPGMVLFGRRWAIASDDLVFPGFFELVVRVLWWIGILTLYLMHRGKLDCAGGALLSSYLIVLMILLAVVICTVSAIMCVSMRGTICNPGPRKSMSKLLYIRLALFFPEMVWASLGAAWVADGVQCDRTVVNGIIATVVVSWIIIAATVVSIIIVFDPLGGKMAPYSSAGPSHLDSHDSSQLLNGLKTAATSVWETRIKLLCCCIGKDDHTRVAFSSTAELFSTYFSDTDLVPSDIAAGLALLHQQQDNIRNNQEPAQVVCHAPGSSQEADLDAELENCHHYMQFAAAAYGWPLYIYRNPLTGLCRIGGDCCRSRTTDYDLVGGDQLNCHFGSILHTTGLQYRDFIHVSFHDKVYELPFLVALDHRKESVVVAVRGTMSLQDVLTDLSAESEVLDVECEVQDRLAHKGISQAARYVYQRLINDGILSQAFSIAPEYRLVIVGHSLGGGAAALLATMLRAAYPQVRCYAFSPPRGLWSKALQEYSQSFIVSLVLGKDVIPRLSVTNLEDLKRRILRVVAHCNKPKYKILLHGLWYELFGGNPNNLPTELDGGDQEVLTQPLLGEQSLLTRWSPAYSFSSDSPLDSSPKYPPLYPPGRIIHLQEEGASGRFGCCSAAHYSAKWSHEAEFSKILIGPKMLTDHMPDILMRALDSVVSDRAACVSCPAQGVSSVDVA
# Wnt bcat act = Wnt/beta-catenin pathway activators, primary screen, cell-based, plate reader, single point; 1.2% of 300,000 active; AID 743398, 2014; activation, % at 9.35 µM; Wnt/beta-catenin reporter cell assay, activator; in the data active = activation above about 30%, passing the limit was not always enough; inconclusive = no clear call, values can overlap the other calls;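 also: 0% = neutral control wells and 100% = positive control wells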
# Ecoli viability = E. coli V3065 growth inhibition, primary screen, counter-screen for AddAB inhibitor project, absorbance, OD600 | 0.27% of 330,000 active | 18 h | inhibition, % at 11.9 µM;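 active = inhibition above the campaign's mean inhibition across all tested compounds plus 3 SD, cut at about 9.9% in these data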;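 also: uninfected addAB+ strain grown without phage in ampicillin broth; 0% = DMSO wells and 100% = ciprofloxacin 0.95 µg/ml wells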
# AddAB inh = growth inhibition of E. coli expressing H. pylori AddAB, primary screen, AddAB inhibitor project, absorbance | inhibition, % at 11.9 µM | 0.29% of 330,000 active | AID 435030, 2010; in the data active = inhibition above about 12%;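 also: 0% = vehicle wells of infected cells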
# PvdQ inh = P. aeruginosa PvdQ acylase inhibitors, primary screen, biochemical, fluorescence, plate reader and imaging, single point; 0.063% of 340,000 active; purified PvdQ acylase; inhibition, % at 10 µM; AID 488965, 2010; PvdQ acylase [Pseudomonas aeruginosa LESB58]; in the data active = inhibition above about 30%, passing the limit was not always enough; inconclusive = no clear call, values can overlap the other calls;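 also: 0% = vehicle neutral wells and 100% = reference inhibitor wells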
# Rtt109 Vps75 = inhibitors of C. albicans Rtt109/Vps75 HAT, primary screen, biochemical, ThioGlo CoA-SH fluorescence, plate reader; Histone acetyltransferase RTT109 (Candida albicans (strain SC5314 / ATCC MYA-2876)), …; purified Rtt109/Vps75, 4 h; 0.16% of 330,000 active; inhibition, % at 34.9 µM; AID 540336, 2011;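 active = inhibition of at least 50% in every replicate; inconclusive = best replicate reaches 50% inhibition but some replicates fall short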
# Target sequence (Q5AAJ8 whole entry, looked up): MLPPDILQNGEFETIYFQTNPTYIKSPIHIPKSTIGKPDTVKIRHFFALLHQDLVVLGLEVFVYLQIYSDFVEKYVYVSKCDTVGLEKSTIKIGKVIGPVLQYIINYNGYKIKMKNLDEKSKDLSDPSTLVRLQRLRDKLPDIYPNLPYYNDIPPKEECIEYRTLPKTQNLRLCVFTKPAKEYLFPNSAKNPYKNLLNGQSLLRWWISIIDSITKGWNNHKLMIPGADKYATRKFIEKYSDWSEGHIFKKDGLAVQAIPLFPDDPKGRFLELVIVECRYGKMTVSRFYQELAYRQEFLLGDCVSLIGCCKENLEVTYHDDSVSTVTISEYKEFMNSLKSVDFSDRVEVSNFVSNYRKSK
# CAL PDZ FP = CAL PDZ peptide-binding inhibitors, primary screen, biochemical, fluorescence polarization, Cer-tagged CAL PDZ, HTS. Golgi-associated PDZ and coiled-coil motif-containing protein (Homo sapiens), Q9HD26. purified CAL PDZ, TMR-peptide fluorescence polarization, 1 h. inhibition, % at 20 µM. 0.02% of 330,000 active;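 active = highest replicate inhibition of at least 40%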;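 also: plate controls were DMSO neutral control wells for no effect and unlabeled competitor peptide control wells for full effect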
#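 Material – purified CerCALP PDZ construct · Detection – FP readout, S and P plane fluorescence · Measure – percent inhibition from loss of millipolarization · Controls – unlabelled peptide for full inhibition, DMSO wells as neutral · Probe or stimulus – TMR-labelled reporter peptide T*-PRC34 bound in PDZ groove · Times – 1 h at RT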
# PfHsp90 set2 = growth inhibition of PfHsp90-expressing yeast, primary screen, antimalarial PfHsp90 inhibitor project, S. cerevisiae, BacTiter-Glo luminescence, single point, set 2; BacTiter-Glo ATP, 48 h; yeast lacking PDR1 and PDR3 efflux regulators; inhibition, % at 9.4 µM; 0.32% of 310,000 active;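 active = every replicate shows inhibition above about 80%, whatever the replicate mean, limit read from the data; inconclusive = mean inhibition reaches the set limit but some replicate falls short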;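 also: 0% = DMSO neutral controls and 100% = 20 µM radicicol positive controls; yeast relying on Plasmodium falciparum Hsp90 in place of its own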
# The depositor's hits bear a star; ? = inconclusive; · = no result given; & = joins results of further samples.
compound	phage Ecoli inh	Tat transport	DAGLB inhibitor	Wnt bcat act	Ecoli viability	AddAB inh	PvdQ inh	Rtt109 Vps75	CAL PDZ FP	PfHsp90 set2
CCn1c(O)c(C=NCc2ccccc2)sc1=S	1.6	10	-2	0	-1.3	1.3	-5	-1	-0.8	7
O=C(NCCCc1ccccc1)c1ccccc1	1.4	7	-5	6	0.9	3.8	3	8	-0.3	-8
CCOC(=O)c1ccc(S(=O)(=O)Nc2cc(C(=O)O)ccc2Cl)cc1	4.2	-1	2	0	-2.6	-4.9	-4	3	-0.1	11
CCOc1ccc(NS(=O)(=O)c2ccc(C(=O)N(C)CCc3ccc(OC)c(OC)c3)cc2)cc1	1.0	3	1	3	-0.4	-0.9	-11	1	-2.1	-14
CC(C)(C)NC(=O)c1cnn2c1NC(c1ccc(F)cc1)CC2C(F)(F)F (stereo not drawn)	2.0	-6	-6	-1	0.6	2.4	12	10	-1.2	-5
COCC1CCCN(Cc2cn(Cc3ccccc3)nc2-c2cc3ccccc3o2)C1 (stereo not drawn)	0.5	-7	-4	-1	2.3	-0.2	-18	-5	0.7	·
Cn1c(=O)cc(SCC(=O)N2CCN(C3CCCCC3)CC2)c2ccccc21	1.4	1	0	4	2.0	1.6	-13	-2	-1.1	7
Cc1ccc(NC(=O)CNc2ccccc2N2CCCC2=O)cc1S(=O)(=O)N1CCOCC1	4.0	8	0	-3	·	·	-2	15	-3.1	-3
COc1cccc(NC(=O)CN(C)C(=O)CSc2nc3ccccc3s2)c1	6.4	12	1	7	-1.1	-0.2	6	·	-1.1	-5
COc1ccc(NS(=O)(=O)c2cccc(NC(=O)NCCCl)c2)cc1	-0.9	-9	0	1	-0.6	-0.2	-2	0	-0.8	·
O=Cc1cn(CCC(=O)O)nc1-c1cc2ccccc2o1	2.8	-2	-1	2	-1.2	3.0	23	-5	-1.0	21
CC(C)CN(C(=O)COC(=O)CSc1ccccc1)c1c(N)n(Cc2ccccc2)c(=O)[nH]c1=O	-1.3	4	3	-1	-0.8	-0.9	-26	0	-3.3	9
CCOc1ccc(NC(=O)CCC(=O)NNC(=O)NC2CCCCC2)cc1	0.6	5	5	1	1.7	0.8	-5	3	-2.5	0
O=C(Cn1nnc(-c2ccncc2)n1)N(C1CCCCC1)C1CCCCC1	1.8	6	-1	-3	-1.3	1.4	-7	17	-0.4	6
CCCCCCCOC(=O)c1ccc(OC(=O)c2cccnc2)cc1	2.1	12	-6	·	-1.6	0.7	6	·	-1.9	28

# Next section:
compound	phage Ecoli inh	Tat transport	DAGLB inhibitor	Wnt bcat act	Ecoli viability	AddAB inh	PvdQ inh	Rtt109 Vps75	CAL PDZ FP	PfHsp90 set2
COc1ccc2c(c1)OC[C@H]1[C@H]2N2C(=O)[C@H](C)NC(=O)[C@@]2(C)[C@H]1c1ccccc1	0.4	-9	1	-1	0.8	1.4	3	-3	-0.5	22
COc1ccc(-c2csc(N3CCC(c4ccccc4)CC3)n2)cc1	1.7	2	-3	-1	0.1	0.0	3	-6	0.4	29
CC(C)c1ccc2c(c1)C1Cc3ccccc3C1N2 (stereo not drawn)	1.5	1	-2	19	0.5	0.4	6	·	-0.9	-18
C=CCC1S/C(=N/N=C/c2cccs2)NC1=O (stereo not drawn)	0.7	-2	2	·	-3.2	0.5	?	4	-2.7	-28
CCCCOC(=O)CN1C(=O)c2ccc(C(=O)OCCCC)cc2C1=O	3.4	1	-22	-1	4.5	3.0	-11	8	-1.7	-31
COC(=O)c1ccccc1NC(=O)C1CCCN(S(=O)(=O)c2ccc(F)cc2)C1 (stereo not drawn)	3.6	4	-6	7	-0.1	1.3	-4	-1	0.0	0
O=c1[nH]c2cc3c(cc2cc1CN(CC1CCCO1)S(=O)(=O)c1ccc(Cl)cc1)OCCO3 (stereo not drawn)	1.1	11	-2	-1	-0.7	0.7	-5	-6	-0.2	-9
CSc1nc(O)c(/C=C2\C=Nc3ccccc32)[nH]1	3.4	2	2	23	-1.2	3.7	-4	5	-1.2	-2
COc1ccc(NC(=O)C2C3CCC4C(CCC32)C4(Cl)Cl)cc1 (stereo not drawn)	3.7	-3	-4	-5	0.7	2.3	-3	-5	-0.1	6
C=CCn1c(C)cc(C(=O)CSc2nnc3n(CCC)c(=O)c4ccccc4n23)c1C	-0.3	2	0	-2	·	·	-7	-9	-2.4	7
O=C(CSc1ccc([N+](=O)[O-])cn1)Nc1ccc2c(c1)OCCO2	3.7	2	-1	2	0.2	0.9	3	-11	4.5	-13
O=[N+]([O-])c1ccc(/C=N/N2CCN(Cc3ccccc3)CC2)cc1	2.0	-19	-4	1	1.2	4.5	-3	4	-8.4	19
CCOC(=O)c1cnn(CCOC(=O)Cc2cccs2)c1NC(=O)Cc1cccs1	2.0	-5	-2	-2	-0.2	-0.2	-12	-2	-0.3	13
O=[N+]([O-])c1ccc(CN2CCCCCC2)cc1	1.1	-4	1	-1	0.0	3.2	-13	2	0.0	7
CN(C(=O)CSc1n[nH]c(=O)[nH]c1=O)c1ccccc1	2.3	-2	-1	2	0.3	4.5	0	6	0.5	12

# Carrying on:
compound	phage Ecoli inh	Tat transport	DAGLB inhibitor	Wnt bcat act	Ecoli viability	AddAB inh	PvdQ inh	Rtt109 Vps75	CAL PDZ FP	PfHsp90 set2
Cn1c(CCN2CCN(c3ccccn3)CC2)nc2cc(NS(=O)(=O)c3ccc(Cl)cc3)ccc21	2.9	5	1	-1	-0.9	-2.0	-7	5	-3.8	-1
CCC(C)(NC(=O)c1ccccc1)C(=O)O (stereo not drawn)	1.2	-5	0	·	-0.1	-1.1	-20	-1	-1.1	0
Cc1ccc(C)c(CN2CCNC2=O)c1	-0.2	-3	0	·	-0.4	-0.6	-12	6	·	57
CCOC(=O)C1(Cc2ccc(Cl)cc2)CCN(C(=O)c2cscn2)CC1	4.7	-2	-3	-2	0.2	-2.7	-12	-4	-0.5	-26
COc1cc(C(=O)N2CCN(c3ccc(C)cc3C)CC2)cc(OC)c1OC	-1.5	6	-2	-8	-0.3	5.9	-5	0	-0.8	-3
COc1ccc(Nc2oc(COc3ccc(C)cc3)nc2C#N)cc1	1.8	8	1	·	-1.9	2.3	-9	4	-1.0	23
CC1(C)CC(=O)C/C(=N/NC(=O)c2ccc(-c3ccccc3)cc2)C1	6.2	1	1	0	3.8	4.0	5	3	-1.3	14
COc1ccc(-c2c(C)n([O-])c3c([n+]2=O)CCCC3)cc1	2.0	0	-1	·	-0.7	-1.3	28	-3	-1.1	20
O=C(CSc1nnc(-c2ccc(F)cc2)c2ccccc12)Nc1ccccc1Cl	3.1	1	-5	-1	0.9	-1.2	0	-6	1.1	0
CCOc1cc(/C=N/NC(=O)CCn2nc(C)cc2C)ccc1O	1.5	-5	-2	-4	0.9	1.1	-12	-1	-3.1	-28
CCC(CC)C(=O)Nc1cc(NC(=O)C(CC)CC)cc(C(=O)O)c1	-0.5	-12	1	·	2.8	-0.3	-12	6	0.1	14
COC(=O)c1ccccc1OCC(=O)N1CCN(c2ccc(Cl)cc2)CC1	0.8	1	-11	-7	0.3	0.6	7	21	·	·
O=C(CSC(=S)N1CCCCC1)c1ccccc1	2.5	-5	-10	·	-2.0	-0.4	1	1	-1.7	23
O=C(CCCC(=O)N(CC(=O)NC1CCCC1)Cc1ccc2c(c1)OCO2)Nc1ccccn1	2.8	-2	-1	·	1.5	-0.1	-19	-9	-1.4	-22
COC(=O)c1sccc1NC(=O)/C=C/C(=O)O	2.8	-1	-4	2	0.9	1.0	7	16	-2.8	-5

# (continued)
compound	phage Ecoli inh	Tat transport	DAGLB inhibitor	Wnt bcat act	Ecoli viability	AddAB inh	PvdQ inh	Rtt109 Vps75	CAL PDZ FP	PfHsp90 set2
COc1ccccc1C1c2c(C)nn(-c3ccccc3)c2NC(=O)C1NC(=O)c1ccccc1 (stereo not drawn)	2.4	0	-2	·	-0.7	0.1	-16	-7	-0.8	15
CNC(=O)COC(=O)COc1ccc2c(C)cc(=O)oc2c1	3.1	-2	-5	-1	2.3	1.7	-12	2	0.2	-1
CC(C)(C)OC(=O)NCCCCC1=CC2=CC(=O)C(C)(O)C(=O)C2=CO1 (stereo not drawn)	2.1	-4	8	-4	-0.3	1.1	-7	1	-1.5	-11
COC(=O)C1=C(O)/C(=C\c2cc(C)n(-c3ccc(F)cc3)c2C)N=C1C	2.9	1	6	15	-2.7	1.8	-4	7	·	-17
CCOC(=O)c1c(-c2ccccc2)nc2cc(C)ccn12	3.1	-1	-4	21	1.2	-0.9	4	-6	-2.5	-5
Cn1ccc(C(=O)OCC(=O)Nc2cccc(Cl)c2)n1	1.8	-1	1	-1	0.7	4.0	-13	-15	-2.4	7
O=CN1CCN(C(=O)C(=O)c2cn(CC(=O)N3CCCCC3)c3ccccc23)CC1	1.4	-4	-2	2	-1.0	3.9	-10	-12	-1.5	-10
COc1ccccc1-c1c(C)nn2c(C)cc(C)nc12	2.2	-7	-2	-2	-1.3	-1.4	-9	-15	-0.2	11
CCOCCCn1c(=NC(=O)c2cccnc2)c(C(=O)OCC)cc2c(=O)n3ccccc3nc21	2.1&2.4	-11&3	-1&-4	-2	0.6	2.9	-17&-68	-8	-1.5&-0.3	22&7
Cc1cccc(C)c1N1CCN(c2nc(N(C)C)oc(=O)c2C#N)CC1	2.3	2	0	·	0.8	0.3	-4	2	-0.8	·
O=C(/C=C/c1cccc(Cl)c1)Nc1ncccn1	4.9	4	-3	·	-0.5	4.2	-8	-7	-0.6	4
CSc1nsc(SCC(=O)Nc2nncs2)n1	0.3	2	-1	1	0.7	0.9	5	-7	-1.0	5
O=C(CNC(=O)c1ccco1)N/N=C/c1ccc(C(=O)O)cc1	2.8	-4	-2	-3	-0.3	2.9	4	9	-2.3	8
CCn1c(O)c(C=Nc2ccccc2)oc1=S	4.8	-3	1	·	3.2	4.8	-13	4	-0.3	-3
COCCN(Cc1cc2cc(C)ccc2n2nnnc12)C(=S)Nc1cccc(C)c1	2.9	-1	1	1	2.5	-0.8	-1	-11	-2.6	-9

# (more compounds)
compound	phage Ecoli inh	Tat transport	DAGLB inhibitor	Wnt bcat act	Ecoli viability	AddAB inh	PvdQ inh	Rtt109 Vps75	CAL PDZ FP	PfHsp90 set2
CCCS(=O)(=O)N1CCN(Cc2ccccc2OCC)CC1	1.7	-5	0	-1	-2.0	1.5	-13	-7	1.2	9
Cc1cc(N2CCOCC2)n2nc(-c3cccc(F)c3)cc2n1	2.7	0	2	·	-0.7	-1.4	-4	5	-1.0	11
Nc1c(Cl)cc(Cl)cc1C(=O)OCC(=O)NC1CC1	1.8	-4	2	·	-3.0	-1.1	6	-4	-2.2	8
COc1cc(C(=O)N2CCN(Cc3ccccn3)CC2)cc(OC)c1OC	-0.3	8	0	-1	-0.9	-1.6	-2	-1	1.1	26
